TROY signal inh = TROY signaling inhibition; AID 1347056; 0.98% of 360,000 active; inhibition, % at 10 µM; Q293 LMP1-TROYcd NF-kB luciferase reporter, 4 h;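 active = compounds whose plate-normalised and pattern-corrected inhibition of the luciferase reporter signal at the single screening dose is 50% or more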
NCOA3 inh = inhibitors of human steroid receptor coactivator 3 (SRC3) | Q9Y6Q9 | HEK293 GAL4-SRC3 luciferase reporter, luminescence | inhibition, % at 3.6 µM | 0.17% of 360,000 active;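 active = inhibition above a per-campaign cutoff, the mean of all compounds plus 3 SD, cut at about 60% in these data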;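 note: 0% = DMSO-treated cells and 100% = gossypol-treated cells at 36 µM; higher means less SRC3-driven luciferase light from the GAL4 reporter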
LMP1 NFkB inh = reduces LMP1-driven NF-kappaB luciferase signal; LMP1-induced NF-kappaB luciferase reporter cells, luminescence; inhibition, % at 12.5 µM; 0.69% of 350,000 active; in the data active = inhibition above about 41%; inconclusive = no clear call, values can overlap the other calls;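 note: 0% = neutral control wells and 100% = reference inhibitor control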
NR2F2 inh = blocks human COUP-TFII nuclear receptor; HEK293T NGFI-A luciferase reporter, luminescence; inhibition, % at 8.6 µM; 0.7% of 370,000 active;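 active = inhibition above a per-plate cutoff, mean inhibition of test wells between control levels plus 3 SD, cut at about 38% in these data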;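 note: cells cotransfected with COUP-TFII expression vector driving the NGFI-A reporter; 0% = median of COUP-TF2 test wells and 100% = reporter-only cells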
NOD2 RIPK2 PPI = NOD2-RIPK2 protein interaction inhibition; inhibition, % at 4.98 µM; AID 624267; CHO BLA complementation NOD2-RIPK2, CCF4 ratio; 0.38% of 360,000 active; O43353; in the data active = inhibition above about 21%;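 note: 0% = vehicle only and 100% = reference blocker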
Target sequence (O43353 whole entry, looked up): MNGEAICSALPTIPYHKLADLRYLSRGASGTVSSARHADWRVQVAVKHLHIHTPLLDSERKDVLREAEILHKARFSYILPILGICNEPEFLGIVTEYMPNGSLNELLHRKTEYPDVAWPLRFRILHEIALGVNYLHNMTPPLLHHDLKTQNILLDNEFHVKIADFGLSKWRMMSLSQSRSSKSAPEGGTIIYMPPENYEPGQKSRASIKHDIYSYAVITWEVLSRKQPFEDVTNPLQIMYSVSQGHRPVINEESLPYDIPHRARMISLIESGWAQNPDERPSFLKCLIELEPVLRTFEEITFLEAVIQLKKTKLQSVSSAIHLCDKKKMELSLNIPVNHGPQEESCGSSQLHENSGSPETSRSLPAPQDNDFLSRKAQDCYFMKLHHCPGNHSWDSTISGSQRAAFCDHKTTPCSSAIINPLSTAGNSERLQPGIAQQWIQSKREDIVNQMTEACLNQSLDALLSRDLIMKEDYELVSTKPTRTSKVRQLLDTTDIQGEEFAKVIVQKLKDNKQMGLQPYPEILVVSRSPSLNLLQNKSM
NCOA2 inhibitor = human SRC2 (NCOA2) inhibition | HEK293 GAL4-SRC2 luciferase reporter, luminescence | inhibition, % at 9 µM | 0.17% of 370,000 active;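 active = inhibition above the mean inhibition of all tested compounds plus 3 SD, set per campaign, cut at about 52% in these data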;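 note: 0% = DMSO treated cells and 100% = cells given Gossypol at 36 µM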
TLR9-MyD88 block = TLR9-MyD88 interaction inhibition; Q9NR96+Q99836; CHO BLA complementation TLR9-MyD88, CCF4 FRET ratio; inhibition, % at 4.98 µM; 0.21% of 340,000 active; AID 504734;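 active = inhibition above the mean over all tested compounds plus 3 SD, cut at about 21% in these data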;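 note: 0% = DMSO only wells and 100% = clavulanate BLA inhibitor control wells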
LRH-1 inv ag = suppresses constitutive activity of human LRH-1 | O00482 | HEK293T StAR-luciferase reporter, LRH-1 transfected, 24 h | inhibition, % at 3.6 µM | 0.13% of 360,000 active;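 active = inhibition above the mean inhibition of all tested compounds plus 3 SD, cut at about 73% in these data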;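 note: 0% = DMSO wells and 100% = reporter-only cells lacking LRH-1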
Target sequence (O00482 whole entry, looked up): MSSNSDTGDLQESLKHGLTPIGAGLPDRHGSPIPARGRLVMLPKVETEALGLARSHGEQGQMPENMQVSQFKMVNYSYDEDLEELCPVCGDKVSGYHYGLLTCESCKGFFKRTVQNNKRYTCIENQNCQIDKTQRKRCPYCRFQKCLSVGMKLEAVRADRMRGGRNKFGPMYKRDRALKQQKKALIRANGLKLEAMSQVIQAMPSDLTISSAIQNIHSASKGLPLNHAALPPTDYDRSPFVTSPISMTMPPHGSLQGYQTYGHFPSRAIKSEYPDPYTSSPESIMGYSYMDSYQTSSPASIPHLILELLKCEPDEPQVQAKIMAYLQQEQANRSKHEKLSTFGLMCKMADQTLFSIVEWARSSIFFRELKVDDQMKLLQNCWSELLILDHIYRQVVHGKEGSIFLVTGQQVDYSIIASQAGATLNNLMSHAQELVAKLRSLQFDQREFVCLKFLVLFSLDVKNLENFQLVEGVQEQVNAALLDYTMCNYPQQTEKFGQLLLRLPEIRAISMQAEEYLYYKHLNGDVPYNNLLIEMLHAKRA
SRC1 inh = human NCOA1 inhibition. HEK293 GAL4-SRC1 luciferase reporter, luminescence. Q15788. AID 588354. inhibition, % at 3.6 µM. 0.12% of 360,000 active;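 active = inhibition above the campaign mean plus 3 SD, with each screening campaign given its own cutoff, cut at about 60% in these data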;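 note: 0% = DMSO treated cells and 100% = gossypol at 36 µM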
Vif inh = blocks HIV Vif function; inhibition, % at 7.49 µM; HEK293T cells, Vif self-association by quenched fluorescence, imaging, 24 h; 0.35% of 340,000 active; in the data active = inhibition above about 50%, passing the limit was not always enough; inconclusive = no clear call, values can overlap the other calls; inactive = below about 31%; note: some results filed as inactive read as strong as hits
TRAIL sens C8 = caspase-8 TRAIL sensitization | inhibition (viability loss, TRAIL sensitization), % at 10 µM | AID 624354 | 1% of 360,000 active | NB7+C8 cells + TRAIL, ATPlite viability luminescence;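 active = compounds causing at least 50% loss of cell viability in the single-dose screen, relative to plate controls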
The depositor's hits bear a star; ? = inconclusive; · = not tested or not shown.

cpd	molecule	LMP1 NFkB inh	LRH-1 inv ag	NOD2 RIPK2 PPI	TROY signal inh	NCOA3 inh	SRC1 inh	NCOA2 inhibitor	TLR9-MyD88 block	Vif inh	TRAIL sens C8	NR2F2 inh
1	CC(C)OC(=O)c1cccnc1N1CCN(c2cccc(Cl)c2)CC1	-6	-10	6	-4	4	18	18	2	-2	0	11
2	CCOc1ccccc1N(CC(=O)Nc1c(C)n(C)n(-c2ccccc2)c1=O)S(=O)(=O)c1ccccc1	-23	1	3	-4	13	-2	-16	5	1	-8	3
3	COc1ccc(-c2c(C#Cc3ccsc3)c3cc(-c4ccc(OC)c(F)c4)ccc3n2C)cc1	-32	-12	1	-15	14	-10	5	0	11	20	-3
4	CC(=O)N1CC=CC1(CC(C)C)C(=O)NCc1cc(F)cc(C(F)(F)F)c1 (stereo unspecified)	9	-5	1	-49	-4	-14	-1	-12	·	5	-23
5	O=C(Nn1c(C2CCCCC2)nc2ccccc2c1=O)c1ccc([N+](=O)[O-])cc1Cl	4	9	-4	-13	-2	13	5	-3	23	31	10
6	COc1ccc(CCNC(=O)COC(=O)C2COc3ccccc3O2)cc1 (stereo unspecified)	0	11	-12	19	20	-12	2	2	17	-9	-4
7	CC(C)NC(=O)C1CCN(C(=O)c2ccc(-c3ccccc3)cc2)CC1	3	-1	-10	2	-251	-8	17	-4	-5	-1	-6
8	NNC(=O)c1ccc(CN2CCCCC2)o1	-1	-1	1	-8	15	0	4	1	25	2	5
9	O=C(/C=C/c1ccc(Cl)c([N+](=O)[O-])c1)Nc1ccc(NC(=O)c2ccco2)cc1	-1	-5	1	-7	14	-26	1	7	20	-3	-2
10	Cc1nc2ccccc2n1CC(=O)N/N=C\C=C\c1ccccc1	1	13	3	2	7	-2	-5	-2	8	15	8
11	O=C(C1=C[C@@H](c2ccc(C(F)(F)F)cc2)C[C@@H](OCCCCO)O1)N1CCCCCCC1	-1	12	7	-15	17	6	0	-5	-5	-4	14
12	O=C1CCC(=O)N1c1ccc(S(=O)(=O)N2CCCC2)cc1	3	7	-5	5	11	-21	-6	-15	-4	1	-2
13	O=C1CSC(c2ccccc2)N1c1cccnc1 (stereo unspecified)	-7	-7	-4	-13	12	1	2	-5	-4	-5	-19
14	O=C(C1CCC1)N1CCN(S(=O)(=O)c2ccc([N+](=O)[O-])cc2)CC1	5	-13	-3	-11	8	-1	9	-21	-6	-10	13
15	COc1ccc(OCC(O)CN2CCN(c3ccc(OC)cc3)CC2)cc1 (stereo unspecified)	12	-6	-7	13	7	6	-9	-19	-10	-22	-15
16	O=S(=O)(c1ccc(F)cc1)N1CCN(CC(O)COCc2cccs2)CC1 (stereo unspecified)	7	-9	-4	1	8	3	-22	-4	-1	-14	-2
17	CC(=O)Nc1ccc(CN2CCC2(C)C(=O)NC2CCN(Cc3ccccc3)CC2)cc1 (stereo unspecified)	·	-26	2	5	0	13	-12	·	-11	-2	13
18	CC1CCN(C(=O)Cn2nnc(-c3ccc(N)cc3)n2)CC1	1	13	-15	-3	9	0	20	0	-2	-1	6
19	CCOc1ccc(NC(=O)CNC(=O)c2nn(-c3ccc(OC)cc3)c(=O)c3ccccc23)cc1	1	3	5	-6	-2	-30	3	-1	-7	-3	-26
20	Cc1ccc(OCCC(=O)Nc2ccc(F)c(Cl)c2)cc1	1	-5	-1	16	27	9	5	1	1	2	7
21	O=C(c1ccc([N+](=O)[O-])cc1)N(C1=NCCCCS1)c1ccccc1	-2	-3	-1	0	-1	13	-7	-5	0	-20	-1
22	N#Cc1cccc(NC(=O)Cn2cnc(S(=O)(=O)N3CCOCC3)c2)c1	-6	-11	-8	8	11	9	·	-4	0	-3	·
23	CCOC(=O)Cc1csc(N/C(=N/S(=O)(=O)c2cc(Br)ccc2OCC)c2ccccc2)n1	4	-1	0	-9	11	9	-9	1	0	7	11
24	O=C(CCc1nnc(CCc2c[nH]c3ccccc23)o1)NC1CCC1	-8	-55	-2	-30	-44	-87	-35	3	-4	9	-32
25	Cc1cc(O)ccc1N=Cc1c(C(F)(F)F)[nH][nH]c1=O	7	16	-7	10	0	-11	0	-2	6	-2	-7
26	O=C(Cc1cccc(NC(=O)C2CCN(C(=O)C3CC3)CC2)c1)Nc1cccc(C(=O)N2CCOCC2)c1	-7	12	9	7	-3	-13	-1	-6	9	-6	16
27	CCCCn1c(Nc2ccccc2)nc2ccccc21	-6	1	-2	-2	-3	-1	-14	-1	-6	-5	-9
28	COc1cc2c(cc1OC)C(C(=O)NCCN1CCOCC1)C1c3ccccc3CCN1C2=O (stereo unspecified)	2	-1	4	8	16	2	-13	3	-5	-6	16
29	CSc1ccccc1C(=O)NCCOc1cccc(C)c1	-1	-3	-13	-21	18	2	-7	-2	1	-14	12
30	CC1CCCCN1Cc1ccc(N(C)C)cc1 (stereo unspecified)	-2	-16	-13	-7	22	2	-9	6	?	-1	3
31	CC(C)c1ccc(/C=C(/C#N)c2nnc(NC(=O)c3ccccc3)s2)cc1	12	9	9	-1	7	-16	-41	-5	-1	-1	-8
32	O=C(CNS(=O)(=O)c1ccc(Br)s1)NCc1ccc(F)cc1	-1	8	4	8	-1	-1	-10	-5	13	-5	9
33	CC1CCN(CCCNC(=O)CCCNC(=O)Cn2cnc3sc4c(c3c2=O)CCCC4)CC1	-8	10	-30	4	9	9	-14	-1	-2	2	1
34	C/C(CC(=O)N1CCCC1)=N\NC(=O)c1cc2ccccc2cc1O	-3	-10	-10	18	-3	-1	4	11	1	9	-14
35	Cn1c(NCCCN2CCOCC2)nc2c1c(=O)n(Cc1ccc(Cl)cc1)c(=O)n2C	5	-9	1	-4	8	-68	18	9	7	0	11
36	COc1ccc(S(=O)(=O)N(C)CC(=O)Nc2cccc(C(C)=O)c2)cc1	5	-7	3	-6	7	10	1	-1	-1	0	-20
37	CCOC(=O)[C@@H]1[C@H]2COc3ccccc3[C@@H]2N2C(=O)N(c3cccc(F)c3)C(=O)[C@@]12C	6	3	5	-3	-11	-9	-11	-1	-5	3	8
38	Cc1oc2cc(O)cc(O)c2c(=O)c1-c1ccc2c(c1)OCCCO2	-11	-77	-3	-27	-33	-71	-59	-5	-10	21	-11
39	CCN(CC)c1ccc(N)cc1	?	20	-2	5	2	-7	·	-4	-31	60*	·
40	COc1ccc(N(CC(=O)N2CCN(Cc3ccccc3)CC2)S(=O)(=O)c2ccccc2)cc1	4	4	4	-10	-1	-4	9	-5	0	-1	12
41	Cc1ccnc(SCc2nc3ccccc3s2)n1	-25	-131	-8	4	-84	-96	-30	5	-1	5	-37
42	NS(=O)(=O)c1cc(C(=O)N2CCc3ccccc32)c(Cl)cc1Cl	-6	-10	-1	-30	13	6	25	-12	6	11	22
43	CC(=O)c1ccc(NC(=O)C2=CC(c3ccco3)=NS(=O)(=O)N2C)cc1	4	-40	7	4	-68	-2	-24	-3	-1	-9	-32
44	CC(NC(=O)CCc1nnc(-c2ccccc2)o1)c1ccccc1 (stereo unspecified)	-11	-22	3	-36	-10	-17	-28	2	3	-2	-22
45	CC(C)CCNC(=O)C1(O)c2ccccc2NC(=O)N1c1ccc(Cl)cc1 (stereo unspecified)	-13	-6	-7	-30	-14	1	-22	8	8	-12	28
46	CCOC(=O)C1=C(O)/C(=C/c2ccc(OCC(=O)O)c(OC)c2)SC1=Nc1ccc(OCC)cc1	-3	-16	-9	5	-19	-6	4	10	6	-12	-4
47	COc1ccccc1N1CCN(Cc2ccco2)CC1	-9	1	-7	-16	0	-13	-18	0	8	-13	-14
48	O=C(CSc1ccc(-c2ccncc2)nn1)N1CCCC1	4	-14	2	0	5	4	-5	7	9	-6	10
49	COc1ccc2nc(NCCO)[nH]c2c1	-6	12	-4	13	10	-4	8	6	-1	-5	-2
50	COc1ccc(NS(=O)(=O)c2cc(NC(=O)C3=NN(c4ccccc4)C(=O)CC3)ccc2C)cc1	6	0	-8	-2	4	-14	7	-4	-6	-8	-2
51	COc1ccc(N2C(=O)C3C(c4ccc(OC)cc4O)NC(Cc4ccccc4)(C(=O)O)C3C2=O)cc1 (stereo unspecified)	-9	-21	-18	-3	10	-4	15	8	-2	-2	24
52	c1ccc(-c2nc(C3CCCCC3)no2)cc1	-33	9	3	-47	8	-27	-18	7	22	-6	-16
53	CCCCN(CC(=O)NCc1ccc(F)cc1)C(=O)c1ccco1	-6	8	-6	-20	-10	11	-6	-2	13	0	5
54	CC(=O)OC[C@H]1O[C@@H](O[C@H]2C[C@]3(C)C(C[C@@H](O)C4C([C@]5(C)CC[C@@H](C(C)(C)O)O5)CC[C@]43C)[C@@]3(C)CC[C@H](O)C(C)(C)C23)[C@H](O[C@@H]2O[C@@H](C)[C@H](O)[C@@H](O)[C@H]2O)[C@@H](O)[C@@H]1O (stereo partly specified)	-4	-7	0	-7	-12	-21	-12	-3	-5	-1	-5
55	CN(CC(=O)Nc1cccc2ccccc12)c1ccc(S(=O)(=O)N2CCOCC2)cn1	-2	27	-3	0	16	9	-18	12	-10	1	6
56	Oc1ccc(/C=N/Nc2cc(N3CCOCC3)nc(N3CCOCC3)n2)cc1O	-9	25	0	7	-12	-8	-13	0	-3	-4	-3
57	CC(=O)c1c(C)nc(-c2cccc([N+](=O)[O-])c2)n1O	-3	-1	0	13	19	12	-22	-7	2	3	-11
58	Cc1nnsc1SCC(=O)O	-1	-20	-5	6	17	-22	1	-3	-4	-14	7
59	Cc1ccc(NC(=O)CN2C(=O)NC(C)(C3CC3)C2=O)c(C)c1 (stereo unspecified)	-3	-15	-10	-18	1	5	-15	-12	-2	-15	-9
60	CC1CCc2c(sc3ncnc(NCc4cccnc4)c23)C1 (stereo unspecified)	-11	9	-5	-4	-15	-14	-25	-7	6	-2	1

Continued:
cpd	molecule	LMP1 NFkB inh	LRH-1 inv ag	NOD2 RIPK2 PPI	TROY signal inh	NCOA3 inh	SRC1 inh	NCOA2 inhibitor	TLR9-MyD88 block	Vif inh	TRAIL sens C8	NR2F2 inh
61	CC(C)NC(=O)NC(=O)COC(=O)c1ccc(OC(F)(F)F)cc1	1	23	-6	-5	10	16	-26	-7	-1	-12	-12
62	C/C(CC(=O)NC1CCCCC1)=N\NC(=O)c1ccccc1C	-8	-39	-8	-30	-45	-10	-9	4	-5	-2	-25
63	COc1ccc(-n2c(SCc3cn4c(C)cccc4n3)nc3ccccc3c2=O)cc1OC	8	10	3	22	-12	-19	-23	-1	-5	-10	8
64	CC(=NNc1nc2ccccc2o1)c1ncccn1	58*	39	27*	15	-70	-158	-14	26*	-11	32	-1
65	COc1ccc(CN2CCCC(C(=O)c3cccc(C(F)(F)F)c3)C2)cc1O (stereo unspecified)	-3	7	2	10	4	15	5	4	14	3	-11
66	NC(=O)c1ccccc1OCC(=O)Nc1ccc(Cl)c(Cl)c1	-31	-168	-4	-19	-78	-93	-54	5	-6	6	-45
67	Cc1ccc(-n2nc3c(c2NC(=O)c2ccc(F)c(F)c2)CS(=O)(=O)C3)cc1	6	1	4	-10	1	-12	-33	-7	-7	3	9

Screens: PubChem, several laboratories

The list is partial. The share of hits here may be higher or lower than overall.
